NSD2 block: inhibitors of human NSD2 methyltransferase. O96028. AID 624260. NSD2-SET H3K36me1 DELFIA fluorescence, biochemical. 44,000 tested, 0.07% active. inhibition, % at 12.5 µM; in the data active means inhibition above about 54%, passing the limit was not always enough; inconclusive means no clear call, values can overlap the other calls;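 further: inhibitors reduce the monomethyl H3K36 fluorescence signal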
Target sequence (O96028 whole entry, looked up): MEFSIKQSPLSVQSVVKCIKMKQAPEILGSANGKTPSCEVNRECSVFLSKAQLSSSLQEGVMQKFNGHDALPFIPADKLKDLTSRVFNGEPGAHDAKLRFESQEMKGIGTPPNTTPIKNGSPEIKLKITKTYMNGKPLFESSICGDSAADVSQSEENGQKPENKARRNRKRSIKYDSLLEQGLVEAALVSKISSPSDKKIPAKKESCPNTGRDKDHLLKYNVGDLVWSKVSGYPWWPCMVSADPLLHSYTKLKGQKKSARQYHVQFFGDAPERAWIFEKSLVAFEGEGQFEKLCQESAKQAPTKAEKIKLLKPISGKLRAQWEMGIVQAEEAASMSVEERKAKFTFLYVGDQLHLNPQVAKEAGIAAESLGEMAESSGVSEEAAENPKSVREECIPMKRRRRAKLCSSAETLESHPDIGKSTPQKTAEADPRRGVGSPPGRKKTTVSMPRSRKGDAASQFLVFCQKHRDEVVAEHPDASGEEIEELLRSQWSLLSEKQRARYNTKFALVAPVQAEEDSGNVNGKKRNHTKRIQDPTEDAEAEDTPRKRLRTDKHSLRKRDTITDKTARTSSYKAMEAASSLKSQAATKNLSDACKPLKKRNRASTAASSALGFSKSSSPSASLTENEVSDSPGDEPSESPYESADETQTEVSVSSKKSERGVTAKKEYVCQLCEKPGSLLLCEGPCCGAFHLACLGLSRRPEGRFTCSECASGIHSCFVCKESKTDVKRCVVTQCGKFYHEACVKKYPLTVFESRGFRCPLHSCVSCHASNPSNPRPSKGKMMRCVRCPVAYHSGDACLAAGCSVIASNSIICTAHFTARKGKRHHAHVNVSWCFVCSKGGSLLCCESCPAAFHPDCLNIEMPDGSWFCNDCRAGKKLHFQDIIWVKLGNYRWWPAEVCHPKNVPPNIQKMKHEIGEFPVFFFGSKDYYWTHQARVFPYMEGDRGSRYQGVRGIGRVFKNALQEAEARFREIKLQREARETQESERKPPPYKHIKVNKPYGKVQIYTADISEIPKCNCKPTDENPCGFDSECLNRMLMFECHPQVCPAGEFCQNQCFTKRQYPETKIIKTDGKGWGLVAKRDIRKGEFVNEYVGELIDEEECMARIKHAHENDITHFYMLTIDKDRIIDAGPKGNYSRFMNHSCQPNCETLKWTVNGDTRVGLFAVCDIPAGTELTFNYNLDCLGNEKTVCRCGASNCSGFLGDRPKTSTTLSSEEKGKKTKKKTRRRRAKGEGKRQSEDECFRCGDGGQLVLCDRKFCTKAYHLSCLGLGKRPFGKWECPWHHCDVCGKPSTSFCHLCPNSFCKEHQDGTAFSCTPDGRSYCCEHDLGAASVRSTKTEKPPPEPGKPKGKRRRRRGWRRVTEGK
* marks the source's active call; other numbers are inactive results; ? = inconclusive. An excerpt; rates above refer to the full screens.

C[C@H](CO)N1C[C@H](C)[C@@H](CN(C)C(=O)NC2CCCCC2)Oc2ccc(NC(=O)Nc3ccc(F)cc3)cc2C1=O
  NSD2 block: -0.9

C[C@@H]1CN([C@@H](C)CO)S(=O)(=O)c2ccc(C#Cc3ccccc3F)cc2O[C@@H]1CN(C)C(=O)c1ccc2c(c1)OCO2
  NSD2 block: -8.6

C=CCNC(=O)[C@@H]1[C@H]2C(=O)O[C@H](c3ccccc3)[C@H](c3ccccc3)N2[C@H](c2ccc(OCCO)cc2)[C@@]12C(=O)Nc1ccc(C#CC3=CCCCC3)cc12
  NSD2 block: -7.7

CCC(=O)N(C)C[C@@H]1Oc2cc(-c3ccccc3OC)ccc2S(=O)(=O)N([C@@H](C)CO)C[C@@H]1C
  NSD2 block: 3.8

C[C@H](CO)N1C[C@H](C)[C@@H](CN(C)C(=O)NC2CCCCC2)Oc2ccc(NC(=O)Nc3ccc4c(c3)OCO4)cc2C1=O
  NSD2 block: 0.7

O=C(C[C@H]1C[C@H]2c3cc(NC(=O)CC4CC4)ccc3O[C@H]2[C@H](CO)O1)NCCN1CCCCC1
  NSD2 block: 9.6

C=CCOC(=O)[C@H]1[C@@H]2C(=O)O[C@@H](c3ccccc3)[C@@H](c3ccccc3)N2[C@@H](c2ccc(OCCOC(=O)[C@H]3C[C@H]4C(=O)N5CCC[C@H]5C(=O)N4[C@H]3c3cccc(OCCO)c3)cc2)[C@]12C(=O)Nc1ccccc12
  NSD2 block: 4.2

COc1cc2c(cc1OC)CN(C(=O)[C@H]1[C@@H]3C(=O)O[C@@H](c4ccccc4)[C@@H](c4ccccc4)N3[C@@H](c3ccccc3OCCO)[C@]13C(=O)Nc1ccc(C#CC4(O)CCCCCC4)cc13)CC2
  NSD2 block: -2.7

C[C@H](CO)N1C[C@H](C)[C@H](CN(C)S(=O)(=O)c2cccc(C#N)c2)OCc2ccccc2-c2c(n(C)c3ccccc23)C1=O
  NSD2 block: -15.7

COc1ccc(C#Cc2cnc3c(c2)C(=O)N([C@@H](C)CO)C[C@H](C)[C@H](CN(C)C(=O)c2ccccc2F)O3)cc1
  NSD2 block: 1.3

C[C@@H]1CN([C@@H](C)CO)C(=O)c2cc(C3=CCCC3)cnc2O[C@H]1CN(C)S(=O)(=O)c1cn(C)cn1
  NSD2 block: -1.8

COC(=O)CCCCCCC(=O)N/N=C/c1ccccc1C
  NSD2 block: -0.8

Cc1noc(C)c1NC(=O)Nc1cccc2c1O[C@@H](CN(C)C(=O)Nc1ccccc1)[C@@H](C)CN([C@@H](C)CO)C2=O
  NSD2 block: 12.4

C[C@@H]1CN([C@H](C)CO)S(=O)(=O)c2ccc(C#CCC3CCCC3)cc2O[C@@H]1CN(C)C
  NSD2 block: 9.6

Cc1ccc(S(=O)(=O)N(C)C[C@H]2OCCCC[C@H](C)Oc3ccc(NC(=O)Cc4ccccc4)cc3C(=O)N([C@@H](C)CO)C[C@H]2C)cc1
  NSD2 block: -0.1

COCC#Cc1cnc2c(c1)C(=O)N([C@@H](C)CO)C[C@H](C)[C@@H](CN(C)S(C)(=O)=O)O2
  NSD2 block: 1.3

O=C(Nc1ccc2c(c1)OCO2)N[C@H]1C=C[C@@H](CC(=O)N2CCN(c3ccccc3)CC2)O[C@@H]1CO
  NSD2 block: 5.9

CN(C)c1ccc2c(c1)[C@H]1C[C@H](CC(=O)NCc3ccc(Cl)cc3)O[C@H](CO)[C@H]1O2
  NSD2 block: 2.2

COc1cccc(-c2cnc3c(c2)C(=O)N([C@H](C)CO)C[C@@H](C)[C@H](CN(C)Cc2ccccc2)O3)c1
  NSD2 block: 1.3

Cc1cc(C)nc(N(C#N)C(C(=O)c2ccccc2)c2ccccc2)n1 (stereo not drawn)
  NSD2 block: 4.9

CCC(=O)N(C)C[C@@H]1Oc2cc(C#CC(C)(C)O)ccc2S(=O)(=O)N([C@H](C)CO)C[C@H]1C
  NSD2 block: -0.1

CC(C)NC(=O)Nc1ccc2c(c1)C(=O)N([C@H](C)CO)C[C@H](C)[C@@H](CN(C)CC1CC1)OCCCC[C@H](C)O2
  NSD2 block: 0.2

C[C@@H]1CCCCO[C@H](CN(C)C(=O)Nc2ccc3c(c2)OCO3)[C@H](C)CN([C@@H](C)CO)C(=O)c2cc(NC(=O)CCCN(C)C)ccc2O1
  NSD2 block: -3.3

O=C(OCCN1CCOCC1)C1(c2ccccc2)CCCCC1
  NSD2 block: 2.1

CCCc1c(OCC(O)COc2ccc3c(=O)cc(C(=O)O)oc3c2CCC)ccc(C(C)=O)c1O (stereo not drawn)
  NSD2 block: -8.5

CCCOc1cc(N)ccc1C(=O)OCCN(CC)CC
  NSD2 block: 8.1

C[C@@H]1CN([C@@H](C)CO)C(=O)Cc2cc(NC(=O)Nc3ccc(C(F)(F)F)cc3)ccc2O[C@H]1CN(C)S(=O)(=O)c1cccs1
  NSD2 block: -3.9

C[C@@H]1CN([C@@H](C)CO)C(=O)c2cc(-c3ccc(C#N)cc3)cnc2O[C@H]1CN(C)Cc1ccccn1
  NSD2 block: 10.5

C[C@@H]1CN([C@@H](C)CO)C(=O)c2cc(NS(=O)(=O)c3ccccc3)ccc2O[C@H]1CN(C)CC1CC1
  NSD2 block: -0.5

Cc1noc(C)c1NC(=O)N(C)C[C@H]1Oc2c(NC(=O)C3CCCCC3)cccc2C(=O)N([C@@H](C)CO)C[C@H]1C
  NSD2 block: 4.0

COc1ccc(NC(=O)Nc2cccc3c2O[C@H](CN(C)S(=O)(=O)c2cccs2)[C@@H](C)CN([C@H](C)CO)C3=O)cc1
  NSD2 block: 1.4

C[C@H](CO)N1C[C@H](C)[C@@H](CN(C)Cc2ccc(Cl)c(Cl)c2)Oc2ccc(NC(=O)Nc3ccccc3)cc2CC1=O
  NSD2 block: -10.3

C[C@H]1CN([C@@H](C)CO)C(=O)Cc2cc(NS(C)(=O)=O)ccc2O[C@H]1CN(C)S(C)(=O)=O
  NSD2 block: -1.2

C[C@@H]1CN([C@@H](C)CO)C(=O)c2cc(C#CC3CCCCC3)cnc2O[C@H]1CN(C)S(=O)(=O)c1ccc(F)cc1
  NSD2 block: 14.2

C[C@H](CO)N1C[C@H](C)[C@@H](CN(C)C(=O)c2cc(-c3ccccc3)on2)OCc2cn(nn2)CCCC1=O
  NSD2 block: -1.8

C[C@@H]1CCCCO[C@@H](CN(C)C(=O)Nc2ccccc2)[C@H](C)CN([C@@H](C)CO)C(=O)c2cc(NC(=O)Nc3cccc4ccccc34)ccc2O1
  NSD2 block: 0.3

CC(C)NC(=O)Nc1ccc2c(c1)CC(=O)N([C@H](C)CO)C[C@H](C)[C@H](CN(C)CC1CC1)O2
  NSD2 block: -2.7

O=C(Nc1ccc(F)cc1)N[C@H]1C=C[C@H](CC(=O)N2CCCCC2)O[C@H]1CO
  NSD2 block: 1.4

C[C@H]1CN([C@@H](C)CO)C(=O)Cc2cc(N(C)C)ccc2O[C@@H]1CN(C)S(=O)(=O)c1ccc(Cl)cc1
  NSD2 block: -1.8

C[C@H](CO)N1C[C@H](C)[C@@H](CN(C)S(=O)(=O)c2ccccc2)OCCCC[C@H](C)Oc2ccc(NC(=O)CCC(F)(F)F)cc2C1=O
  NSD2 block: -2.7

C[C@@H]1CN([C@@H](C)CO)C(=O)c2cc(NC(=O)c3ccncc3)ccc2O[C@@H]1CN(C)C(=O)Nc1ccc(F)cc1
  NSD2 block: -0.3

Cc1ccc(S(=O)(=O)N(C)C[C@H]2Oc3c(NC(=O)c4ccncc4)cccc3C(=O)N([C@@H](C)CO)C[C@H]2C)cc1
  NSD2 block: -0.4

C[C@H](CO)N1C[C@H](C)[C@H](CN(C)Cc2ccccn2)Oc2ncc(-c3cccc(F)c3)cc2C1=O
  NSD2 block: 8.4

COc1ccc(CN(C)C[C@@H]2Oc3ccc(NC(=O)Nc4c(C)noc4C)cc3CC(=O)N([C@@H](C)CO)C[C@@H]2C)cc1
  NSD2 block: 2.6

CC(C)C#Cc1ccc2c(c1)O[C@@H](CN(C)C)[C@@H](C)CN([C@H](C)CO)S2(=O)=O
  NSD2 block: 24.1

C[C@@H]1CN([C@H](C)CO)C(=O)c2cc(NC(=O)CCCCCC(=O)Nc3ccccc3N)ccc2O[C@@H]1CN(C)C(=O)Nc1ccccc1
  NSD2 block: -0.6

C[C@@H]1CCCCO[C@H](CN(C)S(=O)(=O)c2cccs2)[C@@H](C)CN([C@H](C)CO)C(=O)c2cc(NS(=O)(=O)c3cccs3)ccc2O1
  NSD2 block: -6.1

O=C(C[C@H]1C[C@@H]2c3cc(NC(=O)c4ccc5c(c4)OCO5)ccc3O[C@@H]2[C@@H](CO)O1)NC1CCCCC1
  NSD2 block: 4.7

CCCNC(=O)N(C)C[C@H]1Oc2cc(C#CC(C)(C)O)ccc2S(=O)(=O)N([C@@H](C)CO)C[C@H]1C
  NSD2 block: -0.8

CCN(CC)S(=O)(=O)c1ccc(Cl)c(C(=O)Oc2ccc(C)cc2-n2nc3ccccc3n2)c1
  NSD2 block: 3.9

C[C@@H]1CN([C@@H](C)CO)C(=O)c2cccc(NS(=O)(=O)c3ccc(Cl)cc3)c2O[C@H]1CN(C)C(=O)NC1CCCCC1
  NSD2 block: 1.4

C[C@@H]1CCCCO[C@@H](CN(C)C(=O)CCCN(C)C)[C@H](C)CN([C@H](C)CO)C(=O)c2cc(NC(=O)Cc3ccccc3)ccc2O1
  NSD2 block: 2.4

O=C(NO)c1ccc(C(=O)N/N=C/c2ccc(O)cc2O)cc1
  NSD2 block: 1.0

COC(=O)/C(C#N)=C1\NC(C)=NC(SC)=C1C#N
  NSD2 block: 0.9

COCC#Cc1cnc2c(c1)C(=O)N([C@@H](C)CO)C[C@H](C)[C@@H](CN(C)C(=O)Cc1ccccc1)O2
  NSD2 block: 3.7

C[C@@H]1CN([C@@H](C)CO)C(=O)c2cc(-c3ccc(F)cc3)cnc2O[C@H]1CN(C)Cc1ccccn1
  NSD2 block: ?

C[C@H]1CN([C@@H](C)CO)C(=O)CCCn2nncc2CO[C@H]1CN(C)C(=O)Nc1cccc2ccccc12
  NSD2 block: -3.2

C[C@H](CO)N1C[C@H](C)[C@@H](CN(C)C(=O)CC2CC2)Oc2ncc(C#Cc3cccnc3)cc2C1=O
  NSD2 block: 4.2

C[C@@H]1CN([C@@H](C)CO)C(=O)c2cc(NC(=O)C3CCCCC3)ccc2O[C@@H](C)CCCCO[C@@H]1CN(C)C(=O)Nc1ccccc1
  NSD2 block: -246.5

COCCOC(=O)N1C(=O)[C@@]2(c3cc(C#CC4(O)CCCCCC4)ccc31)[C@H](C(=O)N1CCN(c3ncccn3)CC1)[C@H]1C(=O)O[C@H](c3ccccc3)[C@H](c3ccccc3)N1[C@@H]2c1ccccc1OCCO
  NSD2 block: 3.1

COC(=O)C(CC#Cc1ccc2c(c1)[C@]1(C(=O)N2)[C@H](c2ccc(OCCO)cc2)N2[C@H](c3ccccc3)[C@H](c3ccccc3)OC(=O)[C@H]2[C@@H]1C(=O)NC[C@H](O)c1ccccc1)C(=O)OC
  NSD2 block: -3.4

CCCN(C)C[C@H]1Oc2cc(/C=C/c3ccccc3)ccc2S(=O)(=O)N([C@H](C)CO)C[C@H]1C
  NSD2 block: 3.4

COc1ccc(NC(=O)Nc2cccc3c2O[C@H](CN(C)C)[C@@H](C)CN([C@@H](C)CO)C3=O)cc1
  NSD2 block: 1.4

C[C@@H]1CN([C@H](C)CO)S(=O)(=O)c2ccc(C#Cc3ccc(F)cc3)cc2O[C@@H]1CN(C)S(=O)(=O)c1cn(C)cn1
  NSD2 block: -3.9

C[C@@H]1CN([C@@H](C)CO)C(=O)c2cc(NC(=O)NC3CCCCC3)ccc2O[C@H]1CN(C)S(=O)(=O)c1cn(C)cn1
  NSD2 block: 0.7

C[C@H](CO)N1C[C@H](C)[C@H](CN(C)S(=O)(=O)c2ccc(Cl)cc2)Oc2c(NC(=O)Nc3ccc(F)cc3)cccc2C1=O
  NSD2 block: -0.4

C[C@@H]1CN([C@@H](C)CO)C(=O)Cc2cc(NC(=O)Cc3cn(C)c4ccccc34)ccc2O[C@H]1CN(C)Cc1ccc(C(=O)Nc2ccccc2N)cc1
  NSD2 block: 1.7

Cc1ccc(S(=O)(=O)N(C)C[C@@H]2OCCCC[C@@H](C)Oc3ccc(NC(=O)NC(C)C)cc3C(=O)N([C@@H](C)CO)C[C@H]2C)cc1
  NSD2 block: 2.0

Cc1cc2c(=O)n(Cc3ccco3)c(SCC(=O)N3CCc4ccccc43)nc2s1
  NSD2 block: 5.4

Cc1ccc(S(=O)(=O)Nc2ccc3c(c2)CC(=O)N([C@@H](C)CO)C[C@@H](C)[C@@H](CN(C)Cc2ccc(-c4ccccc4)cc2)O3)cc1
  NSD2 block: -5.5

C[C@H](NC(=O)C[C@@H]1C[C@H]2c3cc(NS(=O)(=O)c4ccc(F)cc4)ccc3O[C@H]2[C@H](CO)O1)c1ccccc1
  NSD2 block: -3.6

CC(C)c1cnc(NC(=O)Cc2ccccc2)s1
  NSD2 block: -1.5

O=C(Nc1ccccc1)C1=C[C@@H](c2ccc3c(c2)OCO3)C[C@@H](OCCCCO)O1
  NSD2 block: -9.2

C[C@@H]1CN([C@H](C)CO)C(=O)c2cccc(NC(=O)Nc3ccc(F)cc3)c2O[C@H]1CN(C)Cc1ccc(C(=O)Nc2ccccc2N)cc1
  NSD2 block: -32.3

C/C=C/c1ccc2c(c1)O[C@H](CN(C)C(=O)NC(C)C)[C@H](C)CN([C@@H](C)CO)S2(=O)=O
  NSD2 block: -4.2

Single entries from the list.
C[C@@H]1CN([C@@H](C)CO)C(=O)c2cc(NC(=O)C3CCCCC3)ccc2O[C@@H](C)CCCCO[C@@H]1CN(C)C(=O)Nc1ccccc1 in NSD2 block is entered as -246.5
C[C@@H]1CN([C@@H](C)CO)C(=O)Cc2cc(NC(=O)Cc3cn(C)c4ccccc34)ccc2O[C@H]1CN(C)Cc1ccc(C(=O)Nc2ccccc2N)cc1 in NSD2 block is entered as 1.7

Later entries
C[C@H](CO)N1C[C@H](C)[C@@H](CN(C)S(=O)(=O)c2cn(C)cn2)Oc2ccc(N(C)C)cc2C1=O
  NSD2 block: -2.8

O=C(C[C@H]1C[C@H]2c3cc(NC(=O)CC4CC4)ccc3O[C@H]2[C@@H](CO)O1)NCc1ccc2c(c1)OCO2
  NSD2 block: 3.2

Cc1noc(C)c1NC(=O)Nc1ccc2c(c1)CC(=O)N([C@H](C)CO)C[C@@H](C)[C@H](CN(C)Cc1ccc3c(c1)OCO3)O2
  NSD2 block: -3.4

COc1ccc(C(O)c2nccn2Cc2ccccc2)cc1OC (stereo not drawn)
  NSD2 block: 4.9

Screening data: PubChem, Broad Institute
